Bioassay records from PubChem BioAssay.
NS5 inhibitors – flavivirus cap methylation enzyme inhibition – biochemical, confirmation dose response, primary screen (AID 588689). Dengue-2 NS5 methyltransferase capping enzyme assay, biochemical; higher % means a stronger effect. inhibition, % at 25 µM; hits with a dose series show IC50 in µM. hit rate 0.3% among 340,000; in the data active = a potency from the dose series
NS5 inhibitors pilot replicate – second read-out of NS5 inhibitors, no call of its own (marks repeat the call); inhibition, %; measured here: pilot screen replicate inhibition
The depositor's hits bear a star. The list is partial; count on the stated rates, not on these rows.

SMILES | NS5 inhibitors | others
CCOc1ccccc1OCCCC(=O)N(CC)CC(=O)Nc1ccc(NC(C)=O)cc1 | -1%
C=CCn1c(SCC(=O)c2c(N)n(C)c(=O)n(C)c2=O)nnc1-c1ccoc1C | -5%
O=C(OCC(=O)c1c[nH]c2ccccc12)c1cccc([N+](=O)[O-])c1 | -6%
CCC1CCC2(CC1)NC(=O)N(CC(=O)Nc1ccc(OC)c(Cl)c1)C2=O (stereo not given) | -6%
O=C(CN1C(=O)NC2(CCOc3ccccc32)C1=O)c1ccc(Cl)s1 (stereo not given) | -15%
Cc1cc(SCC(=O)N2CCN(C(=O)c3ccco3)CC2)c(C)cc1Br | -4%
COc1ccc(NC(=O)N(C)C[C@H]2OCc3cnnn3CCCC(=O)N([C@@H](C)CO)C[C@H]2C)cc1 | 2%
Cc1ccc(CN(C)C[C@@H]2OCc3cnnn3CCCC(=O)N([C@@H](C)CO)C[C@H]2C)cc1 | 2%
CN(C)C1=NC[C@H](Cc2ccccc2)N1CCCC1CCCCC1 | 3%
CC(=O)c1ccc(S(=O)(=O)NCCOc2ccccc2)cc1 | -3%
COc1cccc(CN(C)C(=O)CCN=C2NS(=O)(=O)c3ccccc32)c1OC | 2%
C[C@H]1CN([C@@H](C)CO)C(=O)Cc2cc(NC(=O)CCC(F)(F)F)ccc2O[C@H]1CN(C)S(C)(=O)=O | -7%
O=C(COc1ccc(S(=O)(=O)N2CCCC2)cc1[N+](=O)[O-])N1CCCCC1 | -5%
CC[C@@]1(C(=O)OC)N[C@H](CN(C)C(=O)Nc2ccc(C(F)(F)F)cc2)[C@@H]2C(=O)N(C)C(=O)[C@@H]21 | -1% | NS5 inhibitors pilot replicate=0.0
COc1ccc(NC(=O)Nc2cccc3c2O[C@H](CN(C)C(=O)Nc2ccc(OC)cc2)[C@@H](C)CN([C@H](C)CO)C3=O)cc1 | -64%
Cc1sc2nc(CSC(C)C(=O)Nc3ccc(Cl)cn3)[nH]c(=O)c2c1C (stereo not given) | 21%
CCC(NC(=O)CSc1nnnn1C1CC1)c1ccc(Br)cc1 (stereo not given) | -5%
COc1ccccc1C(=O)NC(=O)COC(=O)CNC(=O)c1ccccc1F | -1%
O=C(COC(=O)/C=C/c1cccc([N+](=O)[O-])c1)Nc1cccnc1Cl | -7%
Cc1nc(CC(=O)NNS(=O)(=O)c2cccc(Cl)c2Cl)cs1 | -2%
CCOC(=O)C1=C(COC(=O)CNC(=O)c2cc(OC)c(OC)c(OC)c2)NC(=O)NC1C (stereo not given) | -1%
CCOc1cc(N2CCOCC2)c(OCC)cc1NC(=O)CSc1nc(N)cc(=O)[nH]1 | 8%
CC(NC(=O)NC(=O)c1ccc(F)cc1)C1CC1 (stereo not given) | -2%
CSCCC(NC(=O)c1ccccc1Cl)C(=O)N1CCCCC1 (stereo not given) | 3%
COc1ccc(NS(=O)(=O)c2ccc(C(=O)N3CCCCCC3)cc2)cc1 | 7%
O=C(C1CCN(S(=O)(=O)c2ccc(Cl)cc2)CC1)N1CCN(c2ccccn2)CC1 | -3%
CN(CCc1ccccn1)c1ccccc1 | -1%
CC(C)Cn1nc(C(=O)N2CCc3ccccc32)c2ccccc2c1=O | -7%
CC[C@]12c3[nH]c4cc(-c5ccco5)ccc4c3CCN1C(=O)[C@@H](CC(=O)NCc1ccco1)C[C@@H]2C(=O)N1CCN(C(=O)c2ccco2)CC1 | -9% | NS5 inhibitors pilot replicate=-7.0
COc1ccc(-c2csc3ncnc(N4CCN(S(=O)(=O)c5ccc(C)c(C)c5)CC4)c23)cc1 | -4%
Cc1ccc(Sc2ncccc2O)cc1 | -5%
C[C@@H]1CCCCO[C@H](CN(C)Cc2ccc(Cl)c(Cl)c2)[C@@H](C)CN([C@H](C)CO)C(=O)c2cc(N(C)C)ccc2O1 | 6%
COc1ccc(-c2cc(=O)[nH]c3ccccc23)cc1 | -4%
COc1ccc2[nH]c3c(c2c1)CCN1C(=O)C(CC(=O)NCc2ccc(OC)c(OC)c2)C[C@H](C(=O)N2CCOCC2)[C@@]31CCC1CCCC1 (stereo not given in full) | -8% | NS5 inhibitors pilot replicate=-5.8
O=C(NCC1COc2ccccc2O1)c1cccc(S(=O)(=O)N2CCCCC2)c1 (stereo not given) | -6%
COc1cc(NC(=O)c2cc(-c3ccccc3)nc3c2cnn3C(C)C)cc(OC)c1OC | -3%
COc1ccc(C(C)(C)C)cc1NC(=O)COC(=O)c1nc2nccc(C)n2n1 | -1%
Cc1cc(C(=O)NC2CCC(O)CC2)c(C)o1 (stereo not given) | 1%
Cc1ccccc1NC(=O)COC(=O)c1ccc2nc(C)c(C)nc2c1 | -10%
CC(C)C1C(=O)N(Cc2cn(CCC3OCCCO3)nn2)CCS(=O)(=O)N1Cc1ccc(-c2cccc(CO)c2)cc1 (stereo not given) | 0%
Cc1ccc(S(=O)(=O)N2C[C@H]3N(C(=O)OC(C)C)N(C(=O)OC(C)C)C[C@H](OC(=O)Nc4cccs4)[C@@]3(O)C2)cc1 | 1%
COc1cc(C(C)=O)ccc1O | -6%
COc1cccc(-c2sc3ccc(OC)cc3c2C#CCCO)c1 | 19%
CC(C)C1C(=O)N(Cc2cn(CCC3OCCO3)nn2)CCS(=O)(=O)N1Cc1ccc(-c2ccc(Cl)cc2)cc1 (stereo not given) | 0%
O=Cc1ccc(-c2cccs2)s1 | -5%
CC1CCCCC12NC(=O)N(CC(=O)Nc1ccc(Cl)c(S(=O)(=O)N3CCOCC3)c1)C2=O (stereo not given) | -1%
Cc1nn(-c2ccc(Cl)cc2)c(Cl)c1/C=N/NC(=O)c1ccc(NS(=O)(=O)c2cccs2)cc1 | -8%
C[C@]12CC[C@H](O)CC1=CCC1C2CC[C@@]2(C)C1CC[C@@H]2NC(=O)[C@@H](N)CO (stereo not given in full) | 5%
CCCN(CC(=O)Nc1ccccc1OC)C(=O)CSc1nc(C)cc(C)n1 | 4%
Cc1ccc(S(=O)(=O)Nc2cccc(C(=O)NCC(c3ccco3)N(C)C)c2)cc1F (stereo not given) | 0%
C[C@H](CO)N1C[C@H](C)[C@@H](CN(C)C(=O)Nc2ccccc2F)OCc2cnnn2CCCC1=O | 0%
CCc1ccc(NC(=O)COc2coc(CN3CCc4ccccc4C3)cc2=O)cc1 | -6%
Cc1noc(C)c1NC(=O)Nc1ccc2c(c1)C(=O)N([C@H](C)CO)C[C@H](C)[C@@H](CN(C)C(=O)Nc1ccc(C(F)(F)F)cc1)O2 | -5% | NS5 inhibitors pilot replicate=1.2
CCOc1ncccc1C(=O)NNC(=O)c1cccc(S(=O)(=O)Nc2ccccc2OC)c1 | -9%
CCN(C[C@H]1N[C@@](C)(C(=O)OC)[C@H]2C(=O)N(C)C(=O)[C@@H]12)S(=O)(=O)c1ccccc1 | -4% | NS5 inhibitors pilot replicate=1.8
COc1ccc(NC(=O)CN(C)C(=O)CSc2ccc(Br)cc2)cc1 | -9%
NC(=O)c1ccsc1NC(=O)COC(=O)c1ccc(Cl)cc1 | -12%
COc1ccc(N2CC(C(=O)Nc3c(C(N)=O)oc4ccccc34)CC2=O)cc1 (stereo not given) | 0%
CCc1ccc(C(=O)OCC(=O)Nc2c(C)n(C)n(-c3ccccc3)c2=O)cc1 | 3%
Cc1cccc(N2C(=O)C=CC2=O)c1 | 2%

A section from further up, for reference:
SMILES | NS5 inhibitors | others
O=Cc1ccc(-c2cccs2)s1 | -5%
CC1CCCCC12NC(=O)N(CC(=O)Nc1ccc(Cl)c(S(=O)(=O)N3CCOCC3)c1)C2=O (stereo not given) | -1%
Cc1nn(-c2ccc(Cl)cc2)c(Cl)c1/C=N/NC(=O)c1ccc(NS(=O)(=O)c2cccs2)cc1 | -8%
C[C@]12CC[C@H](O)CC1=CCC1C2CC[C@@]2(C)C1CC[C@@H]2NC(=O)[C@@H](N)CO (stereo not given in full) | 5%
CCCN(CC(=O)Nc1ccccc1OC)C(=O)CSc1nc(C)cc(C)n1 | 4%
Cc1ccc(S(=O)(=O)Nc2cccc(C(=O)NCC(c3ccco3)N(C)C)c2)cc1F (stereo not given) | 0%
C[C@H](CO)N1C[C@H](C)[C@@H](CN(C)C(=O)Nc2ccccc2F)OCc2cnnn2CCCC1=O | 0%
CCc1ccc(NC(=O)COc2coc(CN3CCc4ccccc4C3)cc2=O)cc1 | -6%
Cc1noc(C)c1NC(=O)Nc1ccc2c(c1)C(=O)N([C@H](C)CO)C[C@H](C)[C@@H](CN(C)C(=O)Nc1ccc(C(F)(F)F)cc1)O2 | -5% | NS5 inhibitors pilot replicate=1.2
CCOc1ncccc1C(=O)NNC(=O)c1cccc(S(=O)(=O)Nc2ccccc2OC)c1 | -9%
CCN(C[C@H]1N[C@@](C)(C(=O)OC)[C@H]2C(=O)N(C)C(=O)[C@@H]12)S(=O)(=O)c1ccccc1 | -4% | NS5 inhibitors pilot replicate=1.8
COc1ccc(NC(=O)CN(C)C(=O)CSc2ccc(Br)cc2)cc1 | -9%
NC(=O)c1ccsc1NC(=O)COC(=O)c1ccc(Cl)cc1 | -12%
COc1ccc(N2CC(C(=O)Nc3c(C(N)=O)oc4ccccc34)CC2=O)cc1 (stereo not given) | 0%
CCc1ccc(C(=O)OCC(=O)Nc2c(C)n(C)n(-c3ccccc3)c2=O)cc1 | 3%
Cc1cccc(N2C(=O)C=CC2=O)c1 | 2%

Additional records
SMILES | NS5 inhibitors | others
COc1ccc(-n2nnnc2CNC(=O)C(=O)c2c(C)[nH]c3ccccc23)cc1 | -4%
CC1CCN(C(=O)COC(=O)C2CCN(S(=O)(=O)c3ccc(Cl)c(C(F)(F)F)c3)CC2)CC1 | -2%
Cn1nc(C(=O)Nc2cc(Cl)ccc2N2CCCC2)c2ccccc2c1=O | -4%
O=C(Cc1ccc2c(c1)OCCO2)Nc1ccc(Cl)c(S(=O)(=O)N2CCOCC2)c1 | -2%
Cc1cccc(-c2ccc3c(c2)C2CC3CCN2C(=O)OCc2ccccc2)c1 (stereo not given) | -3% | NS5 inhibitors pilot replicate=-3.4
CCCn1c(N)c(C(=O)CSc2ncn[nH]2)c(=O)n(C)c1=O | 5%
O=C(NCCCN1CCOCC1)c1cc(S(=O)(=O)N2CCOCC2)c(Cl)cc1Cl | 7%
Cc1nnc(SCC(=O)Nc2ccc(OC(F)F)c(Cl)c2)n(N)c1=O | 2%
CC1(C)Oc2cc3oc(=O)ccc3cc2C[C@@H]1O | -10%
CCCCn1c(N)c(N(CC(C)C)C(=O)c2ccc(S(=O)(=O)N3CCCCC3)cc2)c(=O)[nH]c1=O | 3%
CCOC(=O)C(CC1=CS(=O)(=O)c2ccc(Cl)cc21)(NC(C)=O)C(=O)OCC | 1%
O=C(NC(=S)Nc1cc(Cl)ccc1Cl)c1ccco1 | 1%
COc1cc(OC)c2c(-c3cccc(-c4ccc(O)cc4)c3)cc(=O)oc2c1 | -8% | NS5 inhibitors pilot replicate=-1.2
O=C(Cc1csc(-c2ccc(F)cc2)n1)Nc1cccc(S(=O)(=O)NC2=NCCC2)c1 | -1%
C[C@H]1CN([C@@H](C)CO)C(=O)CCCn2nncc2CO[C@@H]1CN(C)C(=O)Nc1ccc(N2CCCCC2)cc1 | -1%
Cc1cccc(NC(=O)c2cccc(NC(=O)c3ccco3)c2)c1 | -3%
COc1cc(/C=N/Nc2nc(C)cc(C)n2)ccc1O | -1%
Cc1cc(C(=O)NNS(=O)(=O)c2cc(C(=O)O)ccc2Cl)c(C)n1-c1ccccc1 | -9%
O=S(=O)(c1ccccc1)C(Br)S(=O)(=O)c1ccccc1 | -3%
COc1ccc([C@H]2CC(=O)C=C(c3cccc(Cl)c3)C2)cc1OC | -5%
C=CCN1C=C(C(C)=O)C(=O)CC1 | 1% | NS5 inhibitors pilot replicate=1.2
O=C(COC(=O)c1cccc(Cl)c1)Nc1cc(S(=O)(=O)N2CCOCC2)ccc1N1CCOCC1 | -4%
CCOC(=O)Nc1ccc2c(c1)N(C(=O)CN(C)C)c1ccccc1S2 | -5%
CCN(CC(=O)Nc1ccc(NC(C)=O)cc1)C(=O)c1ccccc1CCc1ccccc1 | -12%
CC(=O)Nc1ccc(NC(=O)CSc2nnc3ccc(-c4ccccn4)nn23)cc1 | -1%
Oc1ccc(C=NNC(=S)Nc2cccnc2)nc1 | 0%
CC[C@@]12C(=O)N(c3cccc(Br)c3)C(=O)N1[C@H](c1ccc(F)cc1)[C@@H]1C(=O)N(C3CCCCC3)C(=O)[C@@H]12 | -6%
COc1ccccc1NC(=O)Nc1nc(CC(=O)NC2CCCC2)cs1 | -1%
COc1cccc(CN(C)C(=O)c2ccc(NC(=O)CC3SC(N4CCCCC4)=NC3=O)cc2)c1OC (stereo not given) | 0%
COc1ccc(OC)c(/C=C(\C)C(=O)c2c(C)cc(C)[nH]c2=O)c1 | -7%
COC(OC)C1Nc2ccccc2C(=O)N1c1ccc(F)cc1 (stereo not given) | -1%
COc1ccc(C(=O)c2c3ccc(OC)cc3[n+]([O-])n2Cc2ccc(C(N)=O)cc2)cc1 | 2%
Cc1cc(=O)c2ccc(NC(=O)c3ccccc3)cc2[nH]1 | 3%
COc1ccc(C2/C=C\CN(CC(C)C)CC(=O)N2Cc2cccc(F)c2)cc1 (stereo not given) | -8% | NS5 inhibitors pilot replicate=-6.4
CC(NS(=O)(=O)c1cccc(C(=O)N(C)Cc2ccc(N3CCOCC3)cc2)c1)c1ccccc1 (stereo not given) | 5%
O=C(NCC1CCCN1S(=O)(=O)c1cccs1)C(=O)Nc1ccccc1F (stereo not given) | 1%
Cc1ccc([C@H]2C[C@H](O)[C@@H](n3cc(COC(=O)c4ccccc4)nn3)CN2CC2CCCCC2)cc1 | -4%
O=C1OCCN1C(=O)[C@H]1[C@H](c2ccccc2)C(c2ccc(F)cc2)=NN1c1ccccc1 | -6% | NS5 inhibitors pilot replicate=2.7
COc1ccc(C)cc1NC(=O)CN1C(=O)C(=O)N(C2CCCC2)C1=O | 1%
CCc1nc2ccccc2c(C(=O)OCC(=O)N2CC(C)OC(C)C2)c1C (stereo not given) | -9%
COc1ccc(CN(C)CCCn2cnc3c(OCc4ccccc4)ncnc32)cc1OC | 1%
CCCCn1nc(C(=O)Nc2ccc3c(c2)OCCO3)c2ccccc2c1=O | -8%
Clc1cccc(Cl)c1C[n+]1cccc2ccccc21 | 0%
CCOc1ccc(C(C)=O)cc1COC(=O)c1ccccc1C(=O)N(C)Cc1ccccc1 | 0%
CC(=O)c1ccc(S(=O)(=O)NCC2(N3CCOCC3)CCCCC2)cc1 | -8%
